Assay outcomes from PubChem.
DNMT1 inh = human DNMT1 methyltransferase inhibitors, primary screen, biochemical, molecular beacon, fluorescence, HinP1I cleavage, uHTS; DNA (cytosine-5)-methyltransferase 1 (Homo sapiens), P26358; inhibition (reported as % activation of signal), % at 10 µM; 360,000 tested, 0.83% active; AID 588458, 2011; in the data active = inhibition above about 50%
Scp1 inh = Scp-1 phosphatase inhibitors, primary screen, biochemical, colorimetric, uHTS; Carboxy-terminal domain RNA polymerase II polypeptide A small phosphatase 1 (Homo …; Recombinant Scp1, phosphopeptide, malachite green phosphate absorbance; inhibition, % at 20 µM; 340,000 tested, 0.88% active;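 active = inhibition above about 50% at 20 µM, limit read from the data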;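 also: plate controls were DMSO wells with enzyme for no effect and wells lacking enzyme for full effect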
Target sequence (Q9GZU7 76-261 limits assumed): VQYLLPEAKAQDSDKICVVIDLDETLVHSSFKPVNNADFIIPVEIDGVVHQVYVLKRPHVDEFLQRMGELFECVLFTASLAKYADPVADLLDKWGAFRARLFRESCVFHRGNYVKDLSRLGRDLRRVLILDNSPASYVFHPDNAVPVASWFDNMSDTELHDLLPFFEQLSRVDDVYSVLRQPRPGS
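Assay system: SCP-1 catalytic fragment, aa 76-261 | Buffer or medium: Tris acetate buffer pH 5.5 with MgCl2 and Tween-20 | Compound: One concentration, 20 µM, with 1.0% DMSO | Also added: Phospho 17-mer peptide substrate | Signal: Absorbance at 630 nm | Incubation: 45 min enzyme reaction at room temperature | Measure: % inhibition of SCP-1 phosphate liberation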
NRP1-CendR mod = modulators of CendR peptide binding to NRP-1, primary screen, biochemical, fluorescence polarization, uHTS; Neuropilin-1 (Homo sapiens), O14786; FAM-RPARPAR peptide binding to NRP-1; inhibition, % at 25 µM; 360,000 tested, 0.85% active;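 active = inhibition or corrected inhibition above about 18%, plus a signal ratio from 0.5 to 1.5, limit read from the data, passing the limit was not always enough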; also: strong numbers were not always called active
Neddyl block = inhibitors of cullin neddylation, primary screen, biochemical, TR-FRET, uHTS, NAE and Ubc12 | calls only at 25 µM | NEDD8-conjugating enzyme Ubc12 (Homo sapiens) + NEDD8-activating enzyme E1 regulatory … | 360,000 tested, 0.58% active; in the data active = inhibition above about 36%
STEP block = STEP phosphatase inhibitors, primary screen, biochemical, fluorescence intensity, uHTS. Tyrosine-protein phosphatase non-receptor type 5 (Homo sapiens), P54829. recombinant STEP, OMFP fluorogenic substrate. inhibition, % at 20 µM. 360,000 tested, 0.25% active;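 active = inhibition at 20 µM, scaled per plate between control wells, above about 37%, limit read from the data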;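 also: 0% = DMSO with enzyme and substrate and 100% = substrate only without enzyme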
Target sequence (P54829 whole entry, looked up): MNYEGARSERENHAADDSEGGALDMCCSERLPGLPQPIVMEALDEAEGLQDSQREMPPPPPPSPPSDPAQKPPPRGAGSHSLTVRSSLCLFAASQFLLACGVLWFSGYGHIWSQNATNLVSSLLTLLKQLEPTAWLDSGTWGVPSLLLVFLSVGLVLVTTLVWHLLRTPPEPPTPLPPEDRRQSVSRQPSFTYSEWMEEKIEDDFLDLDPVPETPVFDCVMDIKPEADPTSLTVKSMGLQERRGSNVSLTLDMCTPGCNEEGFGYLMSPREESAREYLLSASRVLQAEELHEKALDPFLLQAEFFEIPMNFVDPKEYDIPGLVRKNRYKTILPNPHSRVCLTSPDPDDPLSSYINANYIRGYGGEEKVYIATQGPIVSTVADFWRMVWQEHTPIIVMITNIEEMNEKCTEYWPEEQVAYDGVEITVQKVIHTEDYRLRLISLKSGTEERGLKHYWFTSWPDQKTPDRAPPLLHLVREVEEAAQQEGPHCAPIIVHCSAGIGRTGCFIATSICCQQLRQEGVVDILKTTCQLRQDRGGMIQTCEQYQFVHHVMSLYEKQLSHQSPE
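Material: STEP (striatal-enriched tyrosine phosphatase) enzyme, cell-free | Medium: 50 mM Bis-Tris pH 6.0 with 2.5 mM DTT and 0.005% Tween 20 | Read-out: Percent inhibition scaled to no-enzyme and uninhibited-enzyme controls, plate-pattern corrected | Signal: Fluorescence read at 480 nm ex / 540 nm em | Times: 20 min reaction, room temperature, in the dark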
SKN-1 inh = suppressors of acrylamide-induced Pgst-4::GFP reporter in worms, primary screen, SKN-1 inhibitor project, whole organism, uHTS, GFP/RFP fluorescence ratio, strain VP596; C. elegans VP596 Pgst-4::GFP/RFP ratio, 24 h; inhibition, % at 21.8 µM; 360,000 tested, 0.49% active; AID 624304, 2012;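 active = interference check ratio from 0.5 to 1.5 plus GFP to RFP signal ratio inhibition reaching or exceeding a fixed threshold, cut at about 30% in these data, passing the limit was not always enough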; also: some compounds called inactive have numbers as strong as hits
SUMO1 PPI mod = modulators of SUMO1 protein-protein interactions, primary screen, biochemical, uHTS | Small ubiquitin-related modifier 1 (Homo sapiens), P63165 | SUMO1 binding to a labelled peptide, TR-FRET, 1 h | inhibition, % at 20 µM | 360,000 tested, 0.33% active | AID 602429, 2012; in the data active = inhibition above about 37%
Target sequence (P63165 whole entry, looked up): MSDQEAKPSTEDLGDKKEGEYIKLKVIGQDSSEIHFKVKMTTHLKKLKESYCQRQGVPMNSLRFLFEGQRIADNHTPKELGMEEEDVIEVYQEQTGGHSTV
NadD block = inhibitors of S. aureus NadD, primary screen, biochemical, colorimetric, uHTS. 360,000 tested, 0.78% active. inhibition, % at 20 µM. Nicotinate-nucleotide adenylyltransferase NadD (Staphylococcus aureus N315). AID 602399, 2012. purified NadD enzyme, colorimetric absorbance read-out; in the data active = inhibition above about 26%; also: some compounds past the cut are filed as inactive
Tb MetRS inh = T. brucei MetRS inhibitors, primary screen, biochemical, luminescence; methionyl-tRNA synthetase (Trypanosoma brucei brucei); purified T. brucei MetRS, ATP depletion, Kinase-Glo luminescence; inhibition, % at 11.9 µM; 360,000 tested, 0.4% active; AID 624268, 2012;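 active = inhibition above a per-plate cutoff of the control wells' mean inhibition plus 3 SD, cut at about 5.5% in these data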;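 also: 0% = DMSO wells median and 100% = median of wells with control inhibitor compound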
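Material: T. brucei methionyl-tRNA synthetase, purified; reagent: substrates ATP, L-methionine and bulk Escherichia coli tRNA; dosing: 11.9 µM single point; timing: 15 min plus 2 h at 25 °C; detection: luminescence of leftover ATP; evaluation: % inhibition; control set: DMSO-only wells as low control; replicates: singlicate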
LMPTP block = LMPTP phosphatase inhibitors, primary screen, biochemical, fluorescence intensity, uHTS | 360,000 tested, 0.22% active | recombinant LMPTP-A, OMFP fluorogenic substrate | inhibition, % at 20 µM;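 active = compounds that cut the enzyme signal by at least half of the control window in the single-dose screen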;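 also: plate controls were DMSO wells with enzyme plus substrate for no effect and substrate without enzyme for full effect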
Target sequence (P24666 whole entry, looked up): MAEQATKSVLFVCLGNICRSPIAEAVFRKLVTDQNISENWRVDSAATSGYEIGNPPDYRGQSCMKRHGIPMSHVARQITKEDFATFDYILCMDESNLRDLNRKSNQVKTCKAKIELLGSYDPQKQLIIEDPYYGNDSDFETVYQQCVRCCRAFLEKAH
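Assay system: LMPTP-A, protein tyrosine phosphatase of low molecular weight / Medium: pH 6.0 Bis-Tris buffer with DTT and Triton X-100 / Schedule: 50 min enzyme reaction at room temperature, protected from light / Measured by: endpoint fluorescence intensity from OMFP dephosphorylation / Read-out basis: % inhibition relative to no-enzyme and uninhibited control wells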
Active calls of the source: *; i = inactive; · = no result given.

| No. | compound | DNMT1 inh | Scp1 inh | NRP1-CendR mod | Neddyl block | STEP block | SKN-1 inh | SUMO1 PPI mod | NadD block | Tb MetRS inh | LMPTP block |
| --- | --- | --- | --- | --- | --- | --- | --- | --- | --- | --- | --- |
| 1 | CCOc1ccc(CN2CCNC(=O)C2CC(=O)NCCc2nc(C)c3c(n2)CCC3)cc1 (centres undefined) | 0 | -5 | 5 | i | -2 | 15 | -1 | 6 | 0.2 | -3.7 |
| 2 | COC(=O)c1cc(NC(=O)Cn2nc(C)n3cccc3c2=O)cc(C(=O)OC)c1 | -2 | -5 | 2 | i | -3 | 11 | -3 | 5 | -0.5 | 1.1 |
| 3 | CCOC(=O)C1(CCOc2ccccc2)CCN(CC(O)CO)CC1 (centres undefined) | -5 | -5 | 12 | i | 1 | 8 | 0 | 1 | 1.4 | -0.3 |
| 4 | Cn1ccc(O)c(C#N)c1=O | -1 | 1 | 2 | i | 1 | 14 | 4 | 1 | 0.1 | 0.2 |
| 5 | CC(=O)OC(COC1C[C@@H]2CC[C@@]1(C)C2(C)C)C[N+]1(C)CCCCC1 (some centres undefined) | -2 | 29 | 0 | i | 0 | 23 | -3 | 6 | -0.4 | 0.1 |
| 6 | CNC[C@H](CC1CCCCC1)NC[C@H](CO)NCCc1cccc(C(F)(F)F)c1 | 4 | 3 | 4 | i | -2 | -14 | -21 | -7 | 0.1 | -3.8 |
| 7 | Cc1ccc2cc(C(c3nnnn3CC3CCCO3)N3CCc4ccccc4C3)c(=O)[nH]c2c1 (centres undefined) | -9 | -4 | -9 | i | 0 | -4 | -21 | 4 | 0.3 | -0.5 |
| 8 | CN(C)c1nc2c(c(=O)[nH]c(=O)n2C)n1Cc1ccc(F)cc1 | -1 | -3 | -9 | i | 0 | 12 | 4 | 1 | -0.5 | 0.4 |
| 9 | COC(=O)c1c(NC(=O)Cc2ccccc2)sc2c1CCN(C(C)C)C2 | 7 | -4 | 7 | i | -2 | -12 | -1 | -7 | -0.7 | -1.6 |
| 10 | CC(C)C(C(=O)Nc1ccc(N2CCOCC2)cc1)N1C(=O)c2ccccc2C1=O (centres undefined) | -1 | -11 | -1 | i | 0 | 4 | 0 | 6 | -0.2 | -0.8 |
| 11 | COc1cccc(/C=C2\SC(=S)N(CCC(=O)NC3C=CS(=O)(=O)C3)C2=O)c1 (centres undefined) | 6 | -6 | -12 | i | 15 | 6 | -42 | 7 | -0.9 | 11 |
| 12 | NC(=O)C1CC(=O)N(c2ccc(OCc3c(F)cccc3Cl)cc2)C1 (centres undefined) | -1 | -4 | -2 | i | -3 | 7 | 4 | -3 | -0.2 | 6.0 |
| 13 | COc1ccc(OC)c(NC(=O)CSc2nnnn2-c2ccc3c(c2)OCO3)c1 | 5 | 10 | 9 | i | 0 | -11 | -2 | -1 | -1.1 | -1.7 |
| 14 | C/C(CC(=O)Nc1ccc(Cl)c(C(F)(F)F)c1)=N\NC(=O)c1cnccn1 | -3 | -10 | -3 | i | 1 | -8 | 1 | 1 | -0.2 | -0.1 |
| 15 | CN(CCC1CCOCC1)Cc1nc(Cc2ccccc2F)no1 | 3 | -3 | 3 | i | -3 | -4 | 2 | -3 | -0.1 | -0.2 |
| 16 | CC(=O)NCCC(=O)Nc1cc(S(=O)(=O)N2CCOCC2)ccc1Oc1ccccc1 | -1 | -4 | -1 | i | -3 | 17 | 1 | -2 | -0.3 | -0.7 |
| 17 | Cc1ccc(S(=O)(=O)Nc2ccc(O)c3ccccc23)c(C)c1 | -18 | 0 | 4 | i | 1 | -1 | 1 | 5 | -0.8 | 1.4 |
| 18 | CC(C)(C)n1nnnc1C(c1ccncc1)N1CCN(c2ccc(O)cc2)CC1 (centres undefined) | -1 | -2 | 1 | i | -1 | 0 | -3 | 3 | 0.0 | -0.1 |
| 19 | CC(=O)c1cc(F)ccc1OCC(=O)Nc1ccc2c(c1)OCO2 | -5 | 0 | 0 | i | -2 | 9 | 2 | -3 | 0.0 | 0.8 |
| 20 | Cc1ccccc1OCC(=O)Nc1ccccc1N1CCOCC1 | -1 | -10 | 2 | i | 0 | 6 | -2 | -4 | -0.3 | -0.5 |
| 21 | COc1cc(OC)cc(C(=O)N[C@H](C(=O)NCCc2c[nH]c3ccccc23)C(C)C)c1 | -1 | -3 | -12 | i | 0 | 13 | -6 | -5 | -0.2 | -0.1 |
| 22 | Cc1ccc(S(=O)(=O)Cn2nnnc2C(C(C)C)N2CCc3ccccc3C2)cc1 (centres undefined) | -15 | 4 | 2 | i | 3 | -3 | -10 | -2 | -0.8 | 0.5 |
| 23 | O=C(CN1C(=O)NC(Cc2ccccc2)C1=O)NC(=O)NC1CCCCC1 (centres undefined) | -1 | -5 | -2 | i | -2 | -15 | 2 | 0 | -0.6 | -2.2 |
| 24 | O=C1NC(=O)C(CC(=O)N(Cc2cccs2)C2(C(=O)NC3CCCCC3)CCCCC2)N1 (centres undefined) | 19 | -3 | 3 | i | 0 | 10 | -2 | 2 | -1.3 | -3.1 |
| 25 | COc1ccc(C(=O)NC2CC3CCCC(C2)N3Cc2ccccc2)cc1OC (centres undefined) | 1 | -2 | 1 | i | -1 | -4 | 2 | -3 | -1.1 | -0.9 |
| 26 | Cc1nn(CC(=O)NC(C)CCc2ccccc2)c(=O)c2nn(-c3ccccc3)c(C)c12 (centres undefined) | -3 | -1 | 8 | i | -1 | 12 | 3 | 9 | -0.4 | -1.1 |
| 27 | O=C(O)c1cc(N/N=C/c2c[nH]c3ccccc23)ccc1Cl | 0 | 39 | -8 | i | 1 | 14 | 7 | 9 | -0.3 | 1.2 |
| 28 | CC(=O)Nc1ccc(C(=O)CN2C(=O)NC3(CCOc4ccccc43)C2=O)c(F)c1 (centres undefined) | -4 | -4 | -16 | i | -4 | 8 | -2 | -1 | -0.2 | 3.6 |
| 29 | CCOC(=O)C1=C(C)Nc2nc3ccccc3n2C1c1ccncc1 (centres undefined) | -1 | -5 | 4 | i | 1 | 6 | 2 | 4 | -1.0 | -0.7 |
| 30 | COc1cccc(NC(=O)[C@@H](NC(=O)N2CCn3c2nc2ccccc23)C(C)C)c1 | -2 | -8 | -8 | i | -3 | 9 | 2 | 0 | -0.2 | 1.7 |

A second format for part of the listing above.
29. CCOC(=O)C1=C(C)Nc2nc3ccccc3n2C1c1ccncc1 (centres undefined)
30. COc1cccc(NC(=O)[C@@H](NC(=O)N2CCn3c2nc2ccccc23)C(C)C)c1

Screen / compound no.	29	30
DNMT1 inh	-1	-2
Scp1 inh	-5	-8
NRP1-CendR mod	4	-8
Neddyl block	i	i
STEP block	1	-3
SKN-1 inh	6	9
SUMO1 PPI mod	2	2
NadD block	4	0
Tb MetRS inh	-1.0	-0.2
LMPTP block	-0.7	1.7

(further entries)
| No. | compound | DNMT1 inh | Scp1 inh | NRP1-CendR mod | Neddyl block | STEP block | SKN-1 inh | SUMO1 PPI mod | NadD block | Tb MetRS inh | LMPTP block |
| --- | --- | --- | --- | --- | --- | --- | --- | --- | --- | --- | --- |
| 31 | Cc1ccc(Cl)cc1N1CCN(C(c2cccnc2)c2nnnn2C2CCCCC2)CC1 (centres undefined) | -8 | 4 | 13 | i | -1 | -2 | 3 | 14 | -0.4 | 5.3 |
| 32 | O=C(/C=C/c1ccccc1)N1CCC[C@H]1CO | 6 | -8 | -2 | i | -1 | -14 | 2 | -1 | -0.2 | -0.8 |
| 33 | COCc1nnc(NC(=O)c2ccc(S(=O)(=O)N3CCCCCC3)cc2)o1 | 0 | -12 | 8 | i | -6 | 20 | 4 | 8 | -0.1 | 0.2 |
| 34 | Cn1cc(S(=O)(=O)Oc2ccccc2)c(=O)n(C)c1=O | 5 | 8 | 8 | i | -1 | -2 | 3 | -2 | -0.4 | -2.2 |
| 35 | O=C(/C=C/c1ccc(Cl)cc1)NC(=S)Nc1ccc(NC(=O)c2ccco2)cc1 | 58* | 0 | -19 | i | -5 | -6 | 4 | 23 | -1.3 | 0.6 |
| 36 | Cc1ccc(F)c(S(=O)(=O)NC(=O)C2(C)CCN2C(=O)Cc2cccs2)c1 (centres undefined) | 1 | · | 4 | i | -2 | 14 | 2 | 1 | -0.1 | -1.3 |
| 37 | COc1ccc(-c2noc(C3CCCN(C(=O)c4ccccc4OC)C3)n2)cc1OC (centres undefined) | 13 | -3 | -5 | i | 0 | -7 | -1 | -3 | -1.4 | 1.3 |
| 38 | O=C(Nc1ccc(S(=O)(=O)N2CCCC2)cc1)c1c(F)cccc1F | -2 | -8 | 10 | i | 0 | 8 | 4 | -8 | 0.3 | 0.6 |
| 39 | O=C(NCc1ccc2c(c1)OCO2)c1cccc(N2CCCC2=O)c1 | -1 | -6 | -5 | i | 1 | 43* | 3 | -2 | 0.7 | -0.9 |
| 40 | COC(=O)CCC(=O)N(CCN(Cc1ccccc1)C(=O)CCC(=O)OC)Cc1ccccc1 | -14 | -4 | 0 | i | 0 | -7 | 18 | -1 | 0.3 | -1.3 |
| 41 | COc1cccc(CC(=O)NCC2(N3CCCCC3)CCCCC2)c1 | -1 | -6 | 11 | i | -4 | -3 | 3 | 0 | -0.6 | -1.2 |
| 42 | CCN1C(=O)CC(N2CCC(Cc3ccccc3)CC2)C1=O (centres undefined) | 1 | 3 | -10 | i | 2 | -20 | 2 | -5 | -0.6 | -1.5 |
| 43 | COc1ccc(OC)c(-c2nnc3n2N=C(c2ccc(OC)c(OC4CCCC4)c2)CS3)c1 | -2 | 8 | -6 | i | 3 | -12 | -9 | 14 | -0.7 | 3.6 |
| 44 | CCOC(=O)C1=NNC(C(=O)c2ccc(C)cc2)C1c1ccc(OC)cc1 (centres undefined) | -4 | -13 | 5 | i | 0 | 5 | -2 | 3 | 0.1 | 0.6 |
| 45 | CCN(CCNC(=O)Cn1cc2c(n1)CCCC2)c1ccccc1 | 0 | 0 | -2 | i | -4 | 14 | 0 | -2 | 0.8 | -1.0 |
| 46 | C=CCn1c(SCc2ccc(C(=O)NCCO)cc2)nc2sc(C)c(C)c2c1=O | 0 | -15 | -9 | i | 0 | 0 | -1 | -14 | -0.6 | 2.9 |
